UBC9 SUMO inh: inhibitors of in vitro SUMOylation cascade, primary screen, biochemical, HTRF, uHTS; SUMO-conjugating enzyme UBC9 (Homo sapiens), P63279; HTRF SUMOylation assay, SAE1/SAE2 + UBC9; inhibition, % at 35 µM; 290,000 tested, 0.36% active; in the data active = inhibition above about 50%, passing the limit was not always enough; also: strong numbers were not always called active
IDE cell inh: human IDE inhibitors in live cells, primary screen, fluorescence polarization, HEK cells, FAbetaB substrate. Insulin-degrading enzyme (Homo sapiens), P14735. FAbetaB cleavage. inhibition, % at 5.59 µM. 320,000 tested, 0.41% active;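 active = percent inhibition above the average of all tested compounds plus 3 SD, set per screening campaign, cut at about 16% in these data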;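 also: IDE supplied by intact live HEK cells; FP after avidin binding of uncleaved biotin substrate so inhibition keeps polarization high; 0% = DMSO wells and 100% = 60 µM reference IDE inhibitor Ii1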
Target sequence (P14735 whole entry, looked up): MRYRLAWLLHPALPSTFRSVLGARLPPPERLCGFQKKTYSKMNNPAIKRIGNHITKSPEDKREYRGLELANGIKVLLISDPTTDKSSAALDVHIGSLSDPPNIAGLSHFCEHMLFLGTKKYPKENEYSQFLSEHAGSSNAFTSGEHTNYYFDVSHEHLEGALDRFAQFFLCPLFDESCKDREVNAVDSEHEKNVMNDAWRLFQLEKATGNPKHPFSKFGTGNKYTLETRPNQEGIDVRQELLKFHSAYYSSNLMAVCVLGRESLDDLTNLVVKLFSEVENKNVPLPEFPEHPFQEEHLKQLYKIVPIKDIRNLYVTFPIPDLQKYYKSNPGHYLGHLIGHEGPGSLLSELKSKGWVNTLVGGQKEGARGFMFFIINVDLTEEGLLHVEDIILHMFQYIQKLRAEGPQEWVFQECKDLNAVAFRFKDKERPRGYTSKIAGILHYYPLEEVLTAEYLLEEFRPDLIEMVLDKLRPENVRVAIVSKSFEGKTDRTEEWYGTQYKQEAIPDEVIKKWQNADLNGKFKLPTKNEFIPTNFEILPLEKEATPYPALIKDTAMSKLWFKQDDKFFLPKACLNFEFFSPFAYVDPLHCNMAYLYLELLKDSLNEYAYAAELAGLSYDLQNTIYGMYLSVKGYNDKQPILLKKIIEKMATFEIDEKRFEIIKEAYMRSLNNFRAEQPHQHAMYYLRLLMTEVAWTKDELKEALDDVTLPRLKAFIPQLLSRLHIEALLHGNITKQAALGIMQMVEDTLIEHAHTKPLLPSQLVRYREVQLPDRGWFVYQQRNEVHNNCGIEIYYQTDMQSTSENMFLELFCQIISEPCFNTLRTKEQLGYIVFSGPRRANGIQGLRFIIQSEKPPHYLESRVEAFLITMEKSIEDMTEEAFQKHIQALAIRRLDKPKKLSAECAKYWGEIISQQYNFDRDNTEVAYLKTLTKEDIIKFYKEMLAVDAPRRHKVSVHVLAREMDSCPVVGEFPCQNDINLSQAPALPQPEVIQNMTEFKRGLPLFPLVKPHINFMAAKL
VIM-2 inhibitor: VIM-2 metallo-beta-lactamase inhibitors, primary screen, biochemical, epi-absorbance readout, Pseudomonas aeruginosa enzyme; purified VIM-2, nitrocefin hydrolysis, epi-absorbance fluorescence; inhibition, % at 5.6 µM; 290,000 tested, 0.89% active; AID 1527, 2009;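 active = inhibition above the mean of all tested compounds plus 3 SD, cutoff set per screening run, cut at about 7.5% in these data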;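 also: red hydrolysis product quenches plate fluorescence so inhibitors raise well fluorescence; 0% = enzyme with DMSO and 100% = DMSO without enzyme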
FID counter: compounds displacing fluorescent DNA intercalator, primary screen, artefact control for HCV NS3 helicase inhibitor project, biochemical, FID fluorescence. DNA fluorescent intercalator displacement. inhibition, % at 7.9 µM. 290,000 tested, 0.17% active. AID 1845, 2009; in the data active = inhibition above about 37%;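 also: 0% = vehicle and 100% = reference compound; higher means more ethidium bromide displaced from hairpin DNA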
PfM18AAP inh: PfM18AAP inhibitors, malaria aminopeptidase, primary screen, biochemical, QFRET, recombinant enzyme. inhibition, % at 7.35 µM. M18 aspartyl aminopeptidase (Plasmodium falciparum 3D7). AID 1822, 2009. H-Glu-NHMec fluorogenic cleavage. 290,000 tested, 1.2% active;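 active = inhibition above the campaign mean inhibition over all tested compounds plus 3 SD, cut at about 28% in these data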;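 also: 0% = plate median of test compound wells and 100% = 2 mM ZnCl2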
HCV NS3 hel inh: inhibitors of HCV NS3 helicase, primary screen, biochemical, Cy5 molecular beacon fluorescence | Hepatitis C virus NS3 helicase | NS3 helicase DNA unwinding | inhibition, % at 10.9 µM | 290,000 tested, 0.56% active | AID 1800, 2009;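 active = inhibition above the mean of all tested compounds plus 3 SD, set per campaign, cut at about 35% in these data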;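 also: 0% = DMSO wells and 100% = thioflavine S control wells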
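assay system = NS3 helicase fragment of HCV | buffer or medium = MOPS pH 6.5, MgCl2, DTT, Tween20, BSA | timing = 60 min unwinding reaction at 25 °C after ATP addition | signal = Cy5 beacon fluorescence read at start and 1 h | read-out basis = % inhibition of unwinding | control set = low DMSO, high thioflavine S at 110 µM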
p-CIP stab down: p/CIP-EGFP fusion destabilizers, primary screen, fluorescence, F442A cells. 290,000 tested, 0.01% active. decrease of EGFP signal, % at 10 µM. AID 1984, 2009. 16 h;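 active = EGFP signal decrease of at least 30% at 10 µM or well 3 SD below plate mean, unless failing retest; inactive = the rest, including hits failing retest or dose response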; also: some compounds called inactive have numbers as strong as hits; many of its hits are not listed in these tables
IMP-1 inhibitor: IMP-1 metallo-beta-lactamase inhibitors, primary screen, biochemical, epi-absorbance readout, Pseudomonas aeruginosa enzyme | metallo-beta-lactamase IMP-1 (Pseudomonas aeruginosa) | purified IMP-1, nitrocefin hydrolysis, epi-absorbance fluorescence | inhibition, % at 5.6 µM | 290,000 tested, 0.45% active | AID 1556, 2009;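 active = inhibition above the mean plus 3 SD of all compounds in the same screening run, cut at about 4.5% in these data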;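 also: 0% = IMP-1 with DMSO and 100% = DMSO wells lacking enzyme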
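Test system: recombinant IMP-1 enzyme, purified / Medium: HEPES buffer pH 7.1 with ZnSO4 and Brij 35 / Doses: single dose, 5.6 µM / Times: 25 °C, 15 min preincubation, 25 min reaction / Detection: Epi-absorbance via hydrolysed-nitrocefin quenching of white-plate fluorescence, 480/530 nm, EDTA stop / Evaluation: percent inhibition from optical density relative to buffer-blank wells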
IDE cell activ: human IDE activators in live cells, primary screen, fluorescence polarization, HEK cells, FAbeta-B substrate; Insulin-degrading enzyme (Homo sapiens), P14735; FAbeta-B cleavage; 0% vehicle, 100% cell-free pure enzyme wells; activation, % at 5.96 µM; 340,000 tested, 0.073% active; AID 493087, 2011;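 active = activation above the mean of all tested compounds plus 3 SD, set per screening campaign, cut at about 17% in these data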
* hit, by the source's call; nt = not tested or not shown. This is a random part of the collection. Share with any hit: about 3.6%.

Values run as follows: UBC9 SUMO inh	IDE cell inh	VIM-2 inhibitor	FID counter	PfM18AAP inh	HCV NS3 hel inh	p-CIP stab down	IMP-1 inhibitor	IDE cell activ
COc1ccc(NC(=O)CSCC(=O)Nc2ccc(S(=O)(=O)N3CCCC3)cc2)cc1
→ 14	3	-2.2	-13	0	0	12	-3.0	-1
CN1CCC(=O)N([C@H](CSc2ccc(Br)cc2)c2ccccc2)CC1
→ 9	5	nt	nt	nt	nt	0	nt	-4
Cc1ccccc1Nc1nc(N)nc(-c2oc3ccccc3c2C)n1
→ -1	0	-1.5	-15	1	-66	2	-1.2	nt
C=CCNC(=S)N(Cc1ccccc1)Cc1ccccc1
→ -9	4	-0.6	-13	1	-19	0	-0.7	1
CC(=O)C1=C(C)Nc2ncnn2C1c1ccccc1Cl (stereo unspecified)
→ 5	-1	-0.7	0	-12	4	4	-1.7	-3
CN(C)S(=O)(=O)c1ccc(NC(=O)/C=C/c2ccccc2Cl)cc1
→ -23	3	-1.2	-3	6	-3	4	-4.0	0
O=C(CC1C(=O)NCCN1Cc1cccc(F)c1)NC1CCC1 (stereo unspecified)
→ 2	-2	-0.7	-9	2	2	-20	-2.8	1
Clc1ccccc1Cc1noc(CN2CCCCC2CCc2ccccn2)n1 (stereo unspecified)
→ -6	1	-1.3	-23	4	-2	3	-3.5	-1
CCOc1ccc(S(=O)(=O)N2CCN=C2Cc2ccccc2)cc1C
→ -3	-1	-2.3	-36	0	-5	-2	-2.0	4
CC(=O)Nc1cccc(NC(=O)c2ccco2)c1
→ 7	-7	-0.3	8	1	2	-8	-0.1	3

Going on with the list.
Values run as follows: UBC9 SUMO inh	IDE cell inh	VIM-2 inhibitor	FID counter	PfM18AAP inh	HCV NS3 hel inh	p-CIP stab down	IMP-1 inhibitor	IDE cell activ
COc1ccc2cc(S(=O)(=O)N3CCOCC3)ccc2c1
→ -6	-4	0.6	-4	4	-3	-1	-1.7	-4
O=S(=O)(NCc1ccc2c(c1)OCO2)c1cccc(F)c1
→ -8	nt	-2.7	-15	8	11	8	-4.1	-1
CC(C(=O)O)n1nnc2ccccc21 (stereo unspecified)
→ 10	6	1.7	-1	2	16	-4	-0.6	7
COC(=O)N/N=C/c1cn(Cc2ccccc2Cl)c2ccccc12
→ -25	6	-0.5	-20	-5	-17	1	-1.9	3
CCc1ccc(OCC(=O)Nc2ccc(-c3nc4ccccc4o3)c(O)c2)cc1
→ 23	-2	-5.5	-1	-5	0	-6	-5.9	0
CCC(c1nnnn1Cc1ccco1)N(Cc1cc2cc(C)cc(C)c2[nH]c1=O)CC1CCCO1 (stereo unspecified)
→ 18	8	-1.4	-21	10	25	-28	-1.5	1
CCCc1nc2ccccc2[nH]1
→ -4	-1	0.5	-2	-3	-6	-1	-3.0	0
Cc1cc(C(=O)N2CCc3ccccc3C2)on1
→ 2	-3	-0.9	-12	12	-4	-6	-3.8	3
COc1cc2cc(CN(Cc3cccs3)C(=S)Nc3ccccc3)c(=O)[nH]c2cc1OC
→ -16	2	-1.8	-7	-3	3	0	-4.2	-1
CCc1ccc(-c2nc(CCl)cs2)cc1
→ 2	-1	0.8	-2	-9	5	0	3.4	-3

(next part)
Values run as follows: UBC9 SUMO inh	IDE cell inh	VIM-2 inhibitor	FID counter	PfM18AAP inh	HCV NS3 hel inh	p-CIP stab down	IMP-1 inhibitor	IDE cell activ
O=C(COC(=O)c1cc(S(=O)(=O)N2CCCCC2)ccc1N1CCOCC1)NC1CCS(=O)(=O)C1 (stereo unspecified)
→ -6	3	-2.3	-12	-1	-4	12	-2.3	0
Cc1ccsc1C(=O)Nc1nccs1
→ 9	-3	-2.2	-5	0	2	-6	-2.6	-1
CCN(CC)S(=O)(=O)c1cccc(C(=O)OCc2cc(=O)n3nc(C)sc3n2)c1
→ 8	0	-0.8	-4	3	-4	-8	-0.1	3
CC1CCCCN1CCCNC(=O)C1CCCN(c2ncnc3c2nc2n3CCCCC2)C1 (stereo unspecified)
→ -5	4	2.0	0	0	7	11	-2.7	6
COc1ccc(C(=O)NC(C)C2CC3CCC2C3)cc1 (stereo unspecified)
→ 11	2	-2.4	-13	2	1	-8	-1.6	1
C/C(=N\Nc1ccc(C)c(Cl)c1)c1ccncc1
→ -4	7	-3.4	-4	15	12	-5	-1.1	-4
O=C(N/N=C/c1ccncc1)c1cccc(NC(=O)c2ccccc2Cl)c1
→ 24	3	-0.3	-8	1	-7	-11	-3.0	-2
Nc1nnc(SCC(=O)OCC(=O)NC23CC4CC(CC(C4)C2)C3)s1
→ 9	3	-0.8	-8	-9	-21	1	-1.6	-1
CCCSc1nc(C)cc(=O)[nH]1
→ 10	3	-0.2	6	8	21	1	0.6	-2
O=C(CSc1ncn[nH]1)N1N=C2/C(=C/c3ccco3)CCCC2C1c1ccco1 (stereo unspecified)
→ 18	-2	-1.1	-14	36*	4	-11	-3.9	3

Going on with the list.
Values run as follows: UBC9 SUMO inh	IDE cell inh	VIM-2 inhibitor	FID counter	PfM18AAP inh	HCV NS3 hel inh	p-CIP stab down	IMP-1 inhibitor	IDE cell activ
COc1cc(/C=C2\SC(=S)N(NS(=O)(=O)c3ccccc3)C2=O)cc(OC)c1OC
→ 23	-1	-2.8	-28	9	24	-14	-3.6	9
CCN(CC(=O)NCc1cccs1)C(=O)CCc1c[nH]c2ccccc12
→ 22	0	-3.6	2	-5	-8	15	-2.3	4
COc1cc2c(C(=O)NCc3ccccn3)cn(CC(C)C)c(=O)c2cc1OC
→ 3	2	-1.6	-7	0	-7	-12	-3.2	5
Cc1oc(-c2ccccc2Cl)nc1CN(C)C(C)c1ccon1 (stereo unspecified)
→ 7	4	0.1	-10	8	-13	6	-2.3	1
O=C(Nc1cccnc1)c1ccc(N2CCCC2)c([N+](=O)[O-])c1
→ 17	0	-6.9	5	2	1	-2	-4.9	-1
Cc1ccc(N2C(=O)CC(Sc3ccccc3C(=O)O)C2=O)c([N+](=O)[O-])c1 (stereo unspecified)
→ -6	-4	-2.0	-8	-14	1	-4	-0.8	-5
CCc1ccc(Nc2ccc(C(N)=O)cc2[N+](=O)[O-])cc1
→ -1	3	-4.0	2	4	-11	-6	-4.7	-5
O=C1c2ccccc2NC(c2ccc(O)cc2)N1/N=C/c1ccc(O)cc1 (stereo unspecified)
→ 1	0	-0.1	1	-6	-3	-8	1.2	4
Cn1c(COc2ccc(C(=O)O)cc2)nc2ccccc21
→ -1	1	-1.5	-2	-3	8	2	-3.6	4
Cc1cc(OCC(=O)N(C)C)c2c(-c3ccccc3)cc(=O)oc2c1
→ 17	4	-1.6	-11	0	-3	2	-2.7	4

Some of the entries so far, with each value named.
> Cc1ccc(N2C(=O)CC(Sc3ccccc3C(=O)O)C2=O)c([N+](=O)[O-])c1 (stereo unspecified)
  UBC9 SUMO inh = -6
  IDE cell inh = -4
  VIM-2 inhibitor = -2.0
  FID counter = -8
  PfM18AAP inh = -14
  HCV NS3 hel inh = 1
  p-CIP stab down = -4
  IMP-1 inhibitor = -0.8
  IDE cell activ = -5

> O=C1c2ccccc2NC(c2ccc(O)cc2)N1/N=C/c1ccc(O)cc1 (stereo unspecified)
  UBC9 SUMO inh = 1
  IDE cell inh = 0
  VIM-2 inhibitor = -0.1
  FID counter = 1
  PfM18AAP inh = -6
  HCV NS3 hel inh = -3
  p-CIP stab down = -8
  IMP-1 inhibitor = 1.2
  IDE cell activ = 4

> Cn1c(COc2ccc(C(=O)O)cc2)nc2ccccc21
  UBC9 SUMO inh = -1
  IDE cell inh = 1
  VIM-2 inhibitor = -1.5
  FID counter = -2
  PfM18AAP inh = -3
  HCV NS3 hel inh = 8
  p-CIP stab down = 2
  IMP-1 inhibitor = -3.6
  IDE cell activ = 4

More structures follow:
Values run as follows: UBC9 SUMO inh	IDE cell inh	VIM-2 inhibitor	FID counter	PfM18AAP inh	HCV NS3 hel inh	p-CIP stab down	IMP-1 inhibitor	IDE cell activ
CN1CCN(S(=O)(=O)c2ccc(Cl)s2)CC1
→ 2	5	-0.5	-2	-4	2	0	0.0	-3
CC(=O)Nc1ccc(S(=O)(=O)CCC#N)cc1
→ 14	4	-1.9	0	1	-2	-42	-2.6	7
CCN(CC(=O)Nc1c(F)cccc1F)C(=O)c1cc(S(=O)(=O)N(CC)CC)ccc1N1CCCCC1
→ 5	1	-2.9	-47	8	-3	-13	-3.0	6
Cc1cccc(-c2nc(C#N)c(N3CCCCC3)o2)c1
→ 0	-3	-0.6	-25	11	-4	-1	-1.8	2
CCOc1cc2[nH]c(=S)n(CCC(=O)N3CCc4ccccc4C3)c(=O)c2cc1OCC
→ 14	-3	-1.9	-1	3	-1	-17	-1.5	-5
O=C(NCCCN1CCOCC1)c1cc(-c2cccs2)on1
→ 17	-1	-3.3	-1	-8	3	-24	-4.6	12
Cc1ccc(Cn2ccc(NC(=O)c3cc(-c4ccco4)on3)n2)cc1
→ 32	-2	-3.2	-10	0	-4	-14	-1.7	-4
Cc1ccc2nc(NC(=O)C3CCN(S(=O)(=O)c4cccnc4)CC3)sc2c1
→ 10	-1	-3.6	-11	7	-1	-11	-5.3	3
CCc1ccc(NC(=O)N2CCN(c3ccccc3)CC2)cc1
→ -4	9	-1.7	-19	3	-2	-8	-1.4	-7
Cc1ccc(O)c(NC(=O)c2cccc(NC(=O)c3ccco3)c2)c1
→ -1	2	-4.4	-8	-4	5	1	-5.8	2

Further entries
Values run as follows: UBC9 SUMO inh	IDE cell inh	VIM-2 inhibitor	FID counter	PfM18AAP inh	HCV NS3 hel inh	p-CIP stab down	IMP-1 inhibitor	IDE cell activ
Cc1cc(S(=O)(=O)N(Cc2ccc(C(C)C)cc2)CC2CCCO2)ccc1-n1cnnn1 (stereo unspecified)
→ -10	-2	-3.0	-27	6	-3	-1	-3.5	2
COC(=O)C1CCCCN1C(=O)c1ccc(OC2CCN(C(C)=O)CC2)c(OC)c1 (stereo unspecified)
→ 5	2	-2.5	-32	0	7	1	-5.5	1
COC(=O)c1ccc(COc2ccc(C#N)cc2)o1
→ 7	nt	-1.1	-4	2	-2	10	-3.2	5
NC(=O)c1c(NC(=O)C(=O)NCCCN2CCOCC2)sc2c1CCCC2
→ 15	-9	-1.3	6	1	4	-11	-3.6	2
Cc1cc(OC(C)C(=O)NCCCN2CCCC2=O)c2c(C)c(C)c(=O)oc2c1 (stereo unspecified)
→ 23	9	0.4	-36	-6	-1	3	-3.9	8
COc1ccc(-c2cc(C(=O)N/N=C(\C)c3cccnc3)c3ccccc3n2)c(OC)c1
→ 17	3	-2.4	-30	5	1	-6	-3.5	7
